# Bioassay records: PubChem, several laboratories
# AddAB inh: less growth of phage-infected E. coli with AddAB | inhibition, % at 11.9 µM | 330,000 compounds, 0.29% hits | E. coli expressing H. pylori AddAB, absorbance growth; in the data active = inhibition above about 12%;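 also: 0% = vehicle wells of infected cells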
# CAL PDZ FP-1: human CAL PDZ-peptide interaction inhibition | purified CAL PDZ, TMR-peptide fluorescence polarization, 1 h | inhibition, % at 20 µM | AID 504414 | 330,000 compounds, 0.02% hits | Q9HD26;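 active = highest replicate inhibition of at least 40%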;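 also: plate controls were DMSO neutral control wells for no effect and unlabeled competitor peptide control wells for full effect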
#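 Material: tagged CAL PDZ domain; buffer or medium: 25 mM sodium phosphate pH 7.4, 150 mM NaCl, TCEP, IgG, Thesit; compound dosing: single point, 20 µM; schedule: 1 h incubation at room temperature before polarization reading; measured by: FP readout, S and P plane fluorescence; read-out basis: percent inhibition from loss of millipolarization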
# phage Ecoli inh: E. coli growth loss with phage present | growth absorbance | inhibition, % at 11.9 µM | 360,000 compounds, 0.26% hits; in the data active = inhibition above about 11%
# Wnt bcat act: activators of Wnt/beta-catenin signaling. Wnt/beta-catenin reporter cell assay, activator, plate reader. activation, % at 9.35 µM. 300,000 compounds, 1.2% hits. AID 743398; in the data active = activation above about 30%, passing the limit was not always enough; inconclusive = no clear call, values can overlap the other calls;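 also: 0% = neutral control wells and 100% = positive control wells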
# SR-BI uptake up: SR-BI HDL lipid transfer activation | CHO ldlA[mSR-BI] cells, DiI-HDL uptake fluorescence, 3 h; 100 = double the neutral-control signal | activation, % at 12.5 µM | 320,000 compounds, 0.096% hits;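 active = mean replicate activation of at least 60% and every replicate at or above 60%; inconclusive = mean or all-replicate condition met, but not both; inactive = mean below 60% and not all replicates reaching 60%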;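 also: 0% = median plate neutral-control signal and 100% = twice that signal; values of inactives mirror those of a sister screen read the other way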
#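 material = CHO ldlA[mSR-BI] cells | medium = Ham's F12 with 0.5% BSA, HEPES 25 mM, pH 7.4 | reagent = fluorescent DiI-HDL, 10 µg/mL final | compound dosing = single-point compound dose | incubation = 3 h, 37 °C | measured by = bottom-read fluorescence, 550/595 nm | measure = HDL uptake via cellular fluorescence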
# Tat transport: inhibitors of E. coli Tat protein transport; AID 488895; E. coli MC4100 TorA-mCherry Tat export, fluorescence; 340,000 compounds, 0.036% hits; inhibition, % at 10 µM;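 active = mean replicate inhibition at least 50% and at least half of replicates individually reaching 50%; inconclusive = only one of the two criteria met; inactive = neither criterion met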;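 also: exported cargo escapes ClpAP degradation while cytoplasmic cargo is degraded and loses fluorescence; 0% = median of neutral control wells and 100% = median of NaSCN control wells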
# SR-BI DiI inh: blocks mouse SR-BI lipid uptake from DiI-HDL | Q61009 | ldlA[mSR-BI] CHO cells, DiI-HDL uptake fluorescence, 3 h | inhibition, % at 12.5 µM | 320,000 compounds, 0.96% hits;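 active = mean replicate inhibition of at least 70% and a set share of replicates each scoring 70 or more; inconclusive = meets just one of the two criteria; inactive = fails both criteria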;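 also: 0% = median of neutral control wells and 100% = median of positive control wells; values of inactives mirror those of a sister screen read the other way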
# Target sequence (Q61009 whole entry, looked up): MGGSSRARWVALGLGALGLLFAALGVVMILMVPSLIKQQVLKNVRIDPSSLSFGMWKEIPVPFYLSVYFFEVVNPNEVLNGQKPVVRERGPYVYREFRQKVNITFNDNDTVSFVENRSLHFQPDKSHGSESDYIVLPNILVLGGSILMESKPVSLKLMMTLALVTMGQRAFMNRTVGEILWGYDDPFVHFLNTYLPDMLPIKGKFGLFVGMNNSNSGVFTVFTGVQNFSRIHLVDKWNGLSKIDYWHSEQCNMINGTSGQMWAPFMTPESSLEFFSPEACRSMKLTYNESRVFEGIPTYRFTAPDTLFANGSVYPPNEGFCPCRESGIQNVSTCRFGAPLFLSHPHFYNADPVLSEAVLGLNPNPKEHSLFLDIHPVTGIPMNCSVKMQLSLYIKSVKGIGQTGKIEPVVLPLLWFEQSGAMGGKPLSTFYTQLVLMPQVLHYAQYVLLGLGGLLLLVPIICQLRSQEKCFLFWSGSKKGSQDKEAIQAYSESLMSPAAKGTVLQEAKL
# CAL PDZ FP-2: CAL PDZ (human) peptide binding inhibition | Q9HD26 | purified CAL PDZ, TMR-peptide fluorescence polarization, 1 h | inhibition, % at 24.9 µM | 300,000 compounds, 0.92% hits | AID 602252;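 active = mean inhibition of at least 30% with at least half of replicates also reaching 30%; inconclusive = no clear call, values can overlap the other calls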;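 also: 0% = DMSO neutral control and 100% = excess unlabeled competitor peptide PRC23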
# MITF TRPM1 HTS: increases MITF-driven TRPM1 promoter luciferase signal; activation, % at 12.5 µM; 300,000 compounds, 0.75% hits; SK-MEL-5 TRPM1-promoter luciferase, 24 h; % of positive control, neutral wells = 0;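 active = mean activation of at least 80% with every replicate also reaching 80%; inconclusive = mean reaches 80% but some replicate falls short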;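 also: 0% = neutral control wells and 100% = parthenolide positive control wells; values of inactives mirror those of a sister screen read the other way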
# Ecoli viability: bacterial growth inhibition, counter-screen for AddAB inhibitors. E. coli V3065 growth, OD600 absorbance, 18 h. inhibition, % at 11.9 µM. AID 449728. 330,000 compounds, 0.27% hits;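 active = inhibition above the campaign's mean inhibition across all tested compounds plus 3 SD, cut at about 9.9% in these data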;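 also: uninfected addAB+ strain grown without phage in ampicillin broth; 0% = DMSO wells and 100% = ciprofloxacin 0.95 µg/ml wells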
# * hit, by the source's call; u = inconclusive; x = no result given.
SMILES,AddAB inh,CAL PDZ FP-1,phage Ecoli inh,Wnt bcat act,SR-BI uptake up,Tat transport,SR-BI DiI inh,CAL PDZ FP-2,MITF TRPM1 HTS,Ecoli viability
Cc1noc(C)c1COc1ccc(C(=O)NNC(=O)c2ccccc2F)cc1,1.5,-1.2,x,x,-46,1,46,0,21,-0.9
Cc1ccc(-c2nc(N/N=C/c3ccncc3)c3ccccc3n2)cc1,0.3,-4.3,0.8,8,-47,-1,47,1,6,1.6
CCOC(=O)N1CCN(C(=O)CCc2ccc(S(=O)(=O)NC(C)C)cc2)CC1,x,-0.9,1.7,0,8,0,-8,-4,6,x
CC1CCCC(C)N1/N=C/c1ccc(C#N)cc1 (centres undefined),2.4,0.0,2.9,0,5,-10,-5,x,-2,0.7
CCOCCOCN(C#N)c1nc(OC)nc(N(C)C)n1,1.5,-0.7,2.2,0,27,1,-27,7,1,-1.3
Cc1cc(OCC(=O)Nc2ccncc2)ccc1Cl,0.3,-1.3,-0.6,-4,18,1,-18,-1,0,0.1
COc1cc(C(=O)NNC(=O)COc2ccc(Cl)cc2)ccc1OCC(=O)N1CCOCC1,1.6,-2.6,2.0,-3,-39,0,39,0,5,0.5
Cc1ccc(-c2nc(C3CCN(S(C)(=O)=O)CC3)no2)cc1,0.6,x,2.9,x,-6,-2,6,-3,27,0.8
CCS(=O)(=O)c1nc(S(=O)(=O)c2ccc(Cl)cc2)c(N2CCN(CCO)CC2)s1,2.0,-0.9,-1.7,-1,27,1,-27,-3,-39,-0.2
O=C(NNC1=C(C(=O)C(F)(F)F)CCC1)c1ccc(Br)cc1,0.4,-2.8,2.8,x,-105,8,105*,1,9,-1.7
COc1ccc(-n2cnnc2SCC(=O)Nc2nc(C)c(Cl)cc2Cl)cc1,-2.7,0.8,2.0,x,-7,2,7,-4,1,1.7
O=C(CSc1nnc(CNC(=O)c2ccccc2F)o1)NC1CCCCC1,2.7,-1.1,2.6,-2,12,1,-12,-10,4,-2.8
O=C(COC(=O)CCS(=O)(=O)c1ccccc1)Nc1ccccc1,0.3,0.3,2.6,-1,29,3,-29,x,-1,0.2
C/C=C(\NC(C)=O)c1ccccc1,-0.5,0.2,2.9,5,1,10,-1,-3,3,2.2
CCn1nnnc1SCC(=O)N1c2ccccc2NC(=O)CC1C (centres undefined),-1.1,-2.4,-1.4,5,x,-3,-20,7,-8,-3.0
COc1cc(C)ccc1OCc1cc(C(=O)N(Cc2nccn2C)C(C)C)no1,1.9,-1.2,-1.4,27,-3,-2,3,3,75,-2.1
CC[C@H](C)[C@@H](C(=O)N1CCNCC1)n1cc([C@@H](N)CO)nn1,-0.5,0.9,2.3,6,14,-2,-14,4,8,-0.9
Cc1ccc(N2CC(C(=O)Nc3cc(C)on3)CC2=O)c(C)c1 (centres undefined),4.2,-1.9,0.5,-3,19,-8,-19,-8,11,1.7
Cc1ccccc1-n1c(=O)cc(N2CC(C)OC(C)C2)[nH]c1=O (centres undefined),-0.4,-0.8,4.2,x,26,9,-26,-1,-3,-1.2
CCN(CC(=O)Nc1sc2c(c1C#N)CCCC2)Cc1nc2ccccc2c(=O)[nH]1,1.2,0.5,-1.3,-3,-27,-1,27,-5,2,-2.9
COC(=O)c1ccc(=O)n(CC(=O)c2ccc(Cl)cc2)c1,3.2,-0.1,5.3,1,3,-17,-3,-2,-2,1.1
C=CCc1cccc(/C=N/NC(=O)C[n+]2ccccc2)c1O,-0.3,-0.4,0.1,-3,13,-6,-13,-5,-22,1.7
Cc1cc(NS(=O)(=O)c2ccc(NC(=O)/C=C/c3ccccc3)cc2)nc(C)n1,-0.1,-2.0,0.9,-3,41,-2,-41,-3,-8,-2.3
CC1Cc2ccccc2N1C(=O)Cn1nnc(-c2ccccc2NC(=O)C2CCC2)n1 (centres undefined),0.3,-3.7,1.2,x,-79,10,79*,-1,-8,-0.1
O=C(Cn1ccc([N+](=O)[O-])n1)N1CCCCCC1,3.2,-0.2,-0.3,3,x,-2,x,3,9,1.0
COc1ccc(CNc2ccc3c(c2)nc(C)n3C)cc1,2.2,-1.2,-1.0,x,4,18,-4,-7,53,1.3
CCc1ccc(N(C(=O)c2csnn2)C(C(=O)NC2CCCCC2)c2ccncc2)cc1 (centres undefined),1.3,-1.3,-2.1,-2,0,0,0,-5,-19,0.6
O=C(NNC(=O)c1nn(-c2ccc(F)cc2)ccc1=O)c1ccc(Cl)cc1,-1.1,0.7,-0.5,0,17,4,-17,x,x,-2.3
O=C(c1ccc(Cl)cc1)c1ccccc1C(=O)N1CCOCC1,-3.9,-0.9,2.0,-3,-16,1,16,-2,-7,-1.2
C=C(C)Cn1c(=O)c(NC(=O)c2ccccc2)c2n(c1=S)CCC2,-0.2,-2.2,2.5,-3,10,3,-10,-1,-5,-1.1
Cc1cccnc1NC(=O)C12CCC(C)(C(=O)O1)C2(C)C (centres undefined),0.8,-3.0,3.6,x,0,-1,0,-2,-1,3.0
CCCCN(Cc1ccco1)S(=O)(=O)c1ccc(-c2ccc(=O)[nH]n2)s1,0.0,-1.3,2.2,2,-5,2,5,3,4,-4.1
COc1cc(/C=N/Nc2ccccn2)ccc1OCC(C)C,-1.7,-0.8,-1.1,7,-43,-3,43,-1,90*,-1.0
CC(C)N(CCNC(=O)c1ccc(OCC2CCCO2)cc1)C(C)C (centres undefined),1.9,-2.3,2.8,-1,22,-1,-22,-2,3,-0.4
CC(NC(=O)c1ccco1)c1nc(-c2ccccc2Cl)no1 (centres undefined),0.7,-2.6,3.0,-1,x,-3,x,x,-1,-1.9
O=C(NC1CCCCC1)C(c1ccc(F)cc1)N(Cc1ccco1)C(=O)CN1C(=O)c2ccccc2S1(=O)=O (centres undefined),3.5,-1.5,0.6,-3,-3,3,3,-3,5,2.3
C=CCN1C(=O)C(C(C)CC)NC1=S (centres undefined),-1.1,-1.4,0.7,x,34,4,-34,0,-6,-1.1
O=[N+]([O-])c1cc(CSC2=NCCN2)ccc1O,x,-0.5,1.7,7,21,5,-21,0,-12,x
O=C(COC(=O)C1=NNC(=O)CC1)NCCc1ccccc1,1.0,-0.1,3.2,1,18,-4,-18,-3,7,-0.7
COc1ccc(CNC(=O)CCCN2C(=O)NC3(CCCC3)C2=O)cc1,0.8,-0.4,0.5,4,21,-9,-21,-1,1,-1.2
CCOC(=O)Cn1c(-c2ccccc2)nc2ccccc2c1=O,1.1,-1.3,4.7,4,12,3,-12,x,-2,-0.7
O=C(O)CS(=O)CC(=O)NCc1cccc(C(F)(F)F)c1 (centres undefined),1.3,-2.1,-0.8,-1,42,4,-42,-4,1,-4.2
Cc1c(NC(=O)/C=C/c2cn(-c3ccccc3)nc2-c2ccccc2)c(=O)n(-c2ccccc2)n1C,-0.6,-1.2,1.7,x,-46,5,46,-1,-10,3.6
CC(Sc1nnc(Cc2cccs2)n1C)C(=O)Nc1ccc(C(N)=O)cc1 (centres undefined),x,0.0,2.1,0,15,2,-15,-21,1,x
COc1ccc(-c2cc(C(F)(F)F)n3nc(N)nc3n2)cc1,2.3,-2.5,x,2,1,-5,-1,x,2,2.4

# Three entries out of the list, arranged by molar mass, descending:
SMILES,AddAB inh,CAL PDZ FP-1,phage Ecoli inh,Wnt bcat act,SR-BI uptake up,Tat transport,SR-BI DiI inh,CAL PDZ FP-2,MITF TRPM1 HTS,Ecoli viability
O=C(NC1CCCCC1)C(c1ccc(F)cc1)N(Cc1ccco1)C(=O)CN1C(=O)c2ccccc2S1(=O)=O (centres undefined),3.5,-1.5,0.6,-3,-3,3,3,-3,5,2.3
O=C(COC(=O)C1=NNC(=O)CC1)NCCc1ccccc1,1.0,-0.1,3.2,1,18,-4,-18,-3,7,-0.7
C=CCN1C(=O)C(C(C)CC)NC1=S (centres undefined),-1.1,-1.4,0.7,x,34,4,-34,0,-6,-1.1

# Later entries.
SMILES,AddAB inh,CAL PDZ FP-1,phage Ecoli inh,Wnt bcat act,SR-BI uptake up,Tat transport,SR-BI DiI inh,CAL PDZ FP-2,MITF TRPM1 HTS,Ecoli viability
O=C(Nc1ccccc1-c1nc2ccccc2s1)C1=COCCO1,6.0,-0.9,2.2,2,-22,-5,22,-1,3,-2.3
CCOC(=O)c1cnc(SC)nc1Nc1cccc2ccccc12,3.1,-0.1,0.2,x,-66,-6,66,3,x,0.8
Cc1ccc(N(Cc2cc(=O)[nH]c3ccccc23)C(=O)CCl)c(C)c1,-1.3,-2.9,-1.1,-3,6,2,-6,8,-61,-1.9
COc1cc(CNCCO)cc(Br)c1OCc1ccccc1Cl,-0.4,-3.1,1.4,x,-1,5,1,-19,8,-0.6
Cc1ccccc1Cn1c(=O)n(CCCC(=O)NCc2ccco2)c(=O)c2ccccc21,0.9,-1.1,1.8,x,-40,-7,40,-1,2,-0.6
CC(=O)N1CCN(C2=NC(=O)C(=C3CCCCC3)S2)CC1,6.5,0.0,0.0,x,-5,3,5,2,18,1.2
O=c1[nH]c(SCc2ccccc2)nc2ccsc12,-1.7,-0.3,2.1,-1,-6,1,6,2,-4,-5.3
C=CCOc1ccccc1CN1CCC(C(=O)Nc2cccc(-c3ccn[nH]3)c2)CC1,4.1,-4.6,3.5,0,-17,-10,17,-1,6,-0.1
CCCc1nc2ccccc2c(=O)n1/N=C/c1ccccc1O,-0.8,-3.3,1.3,x,-41,10,41,3,4,-2.6
CCOC(=O)c1cc(S(=O)(=O)Nc2cccc(OC)c2)cn1C,2.7,-0.9,-0.1,-5,-11,-8,11,8,-11,1.4
CNc1c([N+](=O)[O-])cnn1-c1ccc(Cl)cc1Cl,1.8,-0.7,4.8,-1,-7,-4,7,x,5,-0.4
COc1cc2c(cc1OC)C(C)N(C(=O)c1cc(Cl)nc(Cl)c1)CC2 (centres undefined),-0.9,-0.7,2.9,-1,-26,0,26,-2,-3,-2.9
O=C(CN1C(=O)CCC1=O)Nc1nc(-c2ccc(Cl)s2)cs1,1.9,-1.4,3.1,-1,5,-5,-5,-2,-8,0.9
O=C(Nc1ncccc1O)c1cccc(S(=O)(=O)N2CCCc3ccccc32)c1,-0.2,-0.6,2.9,-7,1,4,-1,x,-8,-0.9
COC(C(=O)Nc1ccnn1C1CCN(Cc2ccc(C)o2)CC1)c1ccccc1 (centres undefined),x,0.3,1.2,-1,-5,u,5,-2,17,x
COc1ccc(Cl)c2sc(N3CCN(C(=O)C4=COCCO4)CC3)nc12,5.7,-2.7,2.4,0,-55,1,55,-1,7,1.4
COc1ccc(S(=O)(=O)N2CCOCC2)cc1NC(=O)c1ccc(S(=O)(=O)N2CCCCC2)cc1,x,-1.7,-0.4,2,7,-5,-7,0,-10,x
CCN(CC)c1ccc2nc3ccccc3[n+](CC)c2c1,-7.0,0.9,x,x,13,-131,-13,-1,x,-9.7
COc1ccccc1CC(=O)N1CCN(c2ccc([N+](=O)[O-])cc2)CC1,2.4,-0.8,4.5,4,-22,2,22,x,-13,-0.8
